Screens deposited in PubChem BioAssay by several laboratories.
NPR2 activator = human GC-B receptor activators, primary screen, HEK293 GC-B cells, cGMP TR-FRET, EC30 CNP. 370,000 compounds, 0.11% hits. activation, % at 10 µM. 0% at EC30 CNP, 100% saturating CNP. Atrial natriuretic peptide receptor 2 (Homo sapiens), P20594;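 active = activation at 10 µM reaching about 35% in either raw or pattern-adjusted values, limit read from the data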
Target sequence (P20594 whole entry, looked up): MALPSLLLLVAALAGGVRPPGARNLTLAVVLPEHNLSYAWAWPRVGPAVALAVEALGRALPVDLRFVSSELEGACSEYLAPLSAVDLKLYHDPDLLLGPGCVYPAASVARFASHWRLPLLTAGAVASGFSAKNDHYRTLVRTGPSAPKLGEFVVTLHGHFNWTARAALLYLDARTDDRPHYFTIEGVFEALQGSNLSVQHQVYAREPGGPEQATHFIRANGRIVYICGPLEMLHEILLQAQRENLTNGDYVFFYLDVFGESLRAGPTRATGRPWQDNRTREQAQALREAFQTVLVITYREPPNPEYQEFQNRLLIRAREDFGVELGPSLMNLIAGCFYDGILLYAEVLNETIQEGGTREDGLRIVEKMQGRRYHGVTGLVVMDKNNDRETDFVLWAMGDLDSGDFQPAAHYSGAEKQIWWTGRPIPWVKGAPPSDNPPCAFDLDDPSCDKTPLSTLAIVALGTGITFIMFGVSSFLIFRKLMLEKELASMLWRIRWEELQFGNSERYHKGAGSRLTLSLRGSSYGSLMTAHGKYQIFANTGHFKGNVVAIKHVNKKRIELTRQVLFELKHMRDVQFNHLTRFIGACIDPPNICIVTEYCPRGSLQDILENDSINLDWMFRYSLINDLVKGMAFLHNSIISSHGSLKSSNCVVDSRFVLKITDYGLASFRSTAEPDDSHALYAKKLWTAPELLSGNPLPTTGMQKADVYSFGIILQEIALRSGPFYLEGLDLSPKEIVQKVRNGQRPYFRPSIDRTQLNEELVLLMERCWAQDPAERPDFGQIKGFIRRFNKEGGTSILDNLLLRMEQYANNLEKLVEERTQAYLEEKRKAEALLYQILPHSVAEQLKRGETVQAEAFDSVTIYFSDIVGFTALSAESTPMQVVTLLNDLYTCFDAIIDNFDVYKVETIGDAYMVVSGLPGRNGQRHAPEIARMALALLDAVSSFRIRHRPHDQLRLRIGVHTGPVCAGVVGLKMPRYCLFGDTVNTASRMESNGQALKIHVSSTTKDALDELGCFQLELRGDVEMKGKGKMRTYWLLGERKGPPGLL
GC-A act = GC-A stimulated cGMP production enhancers – HEK293 GC-A cells, cGMP TR-FRET, EC30 ANP, primary screen. 370,000 compounds, 0.14% hits. Atrial natriuretic peptide receptor 1 (Homo sapiens), P16066. AID 1671463, 2021. 0% at EC30 ANP, 100% saturating ANP. activation, % at 10 µM; in the data active = activation above about 40%
SMARCA2 act = SMARCA2 (BRM) function activators, primary screen, cell-based, luminescence, high throughput | activation, % at 9.1 µM | 370,000 compounds, 1% hits | MG213 cells, MMTV-luciferase reporter, dexamethasone, overnight; in the data active = activation above about 7.8%;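 also: 0% = vehicle wells and 100% = reference activator wells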
DAX1 inh-1 = DAX1 (NR0B1) inhibitors, primary screen, cell-based, HEK293, Gal4-DAX1, luciferase luminescence. HEK293 Gal4-DAX1 luciferase reporter. inhibition, % at 6.75 µM. 340,000 compounds, 0.99% hits. AID 504766, 2011;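 active = inhibition above the mean over all tested compounds plus 3 SD, cut at about 4.2% in these data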;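 also: 0% = DAX1-transfected cells with DMSO and 100% = empty-vector control cells with DMSO; inhibition shows as a rise in luminescence from relieved DAX1 repression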
sPLA2-III inh = human group III sPLA2 inhibitors, primary screen, biochemical, QFRET, BODIPY PC-A2 liposome substrate | Group 3 secretory phospholipase A2 (Homo sapiens), Q9NZ20 | QFRET BODIPY PC-A2 liposome hydrolysis, fluorescence | inhibition, % at 12.2 µM | 370,000 compounds, 0.56% hits | AID 743126, 2013;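 active = inhibition above mean plus 3 SD of compounds lying within the high and low control bounds, cut at about 19% in these data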;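 also: 0% = median of test compound wells and 100% = no enzyme DMSO wells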
hgDAF12 agonist = H. glycines DAF-12 receptor agonists, primary screen, cell-based, luminescence, HEK293, GAL4 fusion, UAS-luciferase; 370,000 compounds, 1.8% hits; Nuclear hormone receptor DAF-12 (Heterodera glycines), GAL4 fusion; activation, % at 6.8 µM; HEK293 GAL4-hgDAF12 UAS-luciferase reporter, agonist luminescence; normalized to butyrate control; AID 687014, 2013;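 active = activation above a cutoff set at the mean of all screened compounds plus 3 SD, cut at about 10% in these data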;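 also: 0% = DMSO wells and 100% = sodium butyrate wells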
ADAM10 inh = human ADAM10 inhibitors, primary screen, biochemical, QFRET, HTS. Disintegrin and metalloproteinase domain-containing protein 10 (Homo sapiens), O14672. recombinant ADAM10, EDANS/DABCYL FRET peptide cleavage, 3 h. inhibition, % at 7 µM. 370,000 compounds, 0.62% hits. AID 720582, 2013;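 active = inhibition above a per-campaign cutoff equal to the mean of compounds falling between control-based bounds plus 3 SD, cut at about 20% in these data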;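 also: 0% = DMSO wells while the 100% control is not disclosed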
DAX1 inh-2 = DAX1 (NR0B1) inhibitors on StAR promoter, primary screen, cell-based, luminescence, SF-1 (NR5A1), full-length DAX-1 | HEK293T StAR-luciferase reporter, SF-1/DAX-1 repression relief | inhibition, % at 6.8 µM | 370,000 compounds, 1.1% hits | AID 652010, 2013;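 active = inhibition above the mean over all tested compounds plus 3 SD, cut at about 3.6% in these data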;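 also: 0% = DAX-1 cells with DMSO and 100% = cells lacking DAX-1 with DMSO; higher inhibition means more luminescence from relief of DAX-1 repression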
FXN GAA850 act = FXN promoter activators, primary screen, cell-based, luciferase luminescence, HEK293 lucGAA850; HEK293 lucGAA850 FXN promoter luciferase reporter, 24 h; percent of 10 µM SAHA response; activation, % at 6 µM; 360,000 compounds, 0.56% hits;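 active = activation above the average of all compounds screened plus 3 SD, cutoff fixed separately per campaign, cut at about 7.5% in these data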;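 also: 0% = DMSO wells and 100% = 10 µM SAHA wells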
ssDAF-12 act = S. stercoralis DAF-12 nuclear receptor activators, primary screen, cell-based, luminescence, HEK293, GRIP1 co-expression, lit1-tk-luc | Nuclear hormone receptor DAF-12 (Strongyloides stercoralis) | HEK293 ssDAF-12/GRIP1 lit1-tk-luc reporter; % of 3 µM dafachronic acid response | activation, % at 6.8 µM | 370,000 compounds, 1% hits | AID 652126, 2013;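 active = activation above the mean over all tested compounds plus 3 SD, cut at about 0.9% in these data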;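 also: 0% = DMSO-only wells and 100% = 3 µM delta7-dafachronic acid wells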
hcDAF12 agonist = H. contortus DAF-12 nuclear receptor activators, primary screen, cell-based, luminescence, HEK293, lit1-tk-luc reporter; HEK293 hcDAF-12 lit1-tk-luc reporter; 0% DMSO, 100% Δ7-dafachronic acid; activation, % at 6.8 µM; 370,000 compounds, 1.4% hits; AID 652067, 2013;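 active = activation above the mean of all tested compounds plus 3 SD, cut at about 5.5% in these data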;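 also: 100% = response to 3 µM Δ7-dafachronic acid high control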
* hit, by the source's call; i = inactive; x = no result given. Compounds as they come; 6.6% or so of the library scored in one or more.

SMILES	NPR2 activator	GC-A act	SMARCA2 act	DAX1 inh-1	sPLA2-III inh	hgDAF12 agonist	ADAM10 inh	DAX1 inh-2	FXN GAA850 act	ssDAF-12 act	hcDAF12 agonist
Cc1cccc(C(=O)NC(=S)Nc2ccc(S(=O)(=O)N3CCN(C)CC3)cc2)c1	x	x	0	0.3	-12	-0.4	0	-0.4	-3.5	-1.9	-1.4
COc1cccc(N2C(=O)CC(N3CCN(S(=O)(=O)c4ccccc4)CC3)C2=O)c1 (centres undefined)	6	-1	-1	0.4	3	0.6	-20	0.6	-0.3	-0.7	-2.2
COc1c(Cl)cc(Cl)cc1CNCCNCCO	1	-1	0	1.3	8	0.9	7	0.1	2.0	-0.6	-0.6
CSCCC(C(=O)Nc1c(C)cccc1C)n1c(-c2ccc(-c3ccccc3)cc2)nc2ccccc21 (centres undefined)	-3	2	0	x	-8	7.9	-6	-0.3	x	0.0	0.3
S=c1[nH]nc(C23CC4CC(CC(C4)C2)C3)n1Cc1ccco1	-2	0	0	-0.2	10	-0.9	4	-0.3	2.3	-1.4	-1.1
CCC(C(=O)NC(C)CCc1ccco1)n1nc(C)n2c(cc3occc32)c1=O (centres undefined)	1	-2	-4	-0.4	0	-2.7	-6	-0.2	0.1	-1.5	-2.3
O=C(Nc1ccc(-c2csc(Nc3ccccc3)n2)cc1)c1cc([N+](=O)[O-])cc(C(F)(F)F)c1	2	-4	1	1.7	2	-1.0	6	0.1	1.1	0.3	0.5
COc1ccc2nc(Nc3nc(CSc4ccc(C)cc4)cc(=O)[nH]3)nc(C)c2c1	5	6	-1	-0.1	0	-1.7	-1	0.0	2.0	-1.2	-0.5
CCN(CC)CCN1C(=O)C2C(C(=O)Nc3cccc(C)c3)C3C=CC2(O3)C1C(=O)NC1CCCC(C)C1C (centres undefined)	3	8	2	-0.5	-5	1.5	-4	-0.1	-1.9	-1.1	-1.1
Cc1ccc(C)c(N(CC(=O)NC2CCCC2)C(=O)c2cc3cc4cc(C)ccc4nc3s2)c1	1	1	6	-0.6	5	-0.7	7	0.4	-0.6	-1.4	-3.0
O=C(COC(=O)Cc1ccccc1F)Nc1cccc(F)c1	0	-1	-2	1.4	-2	-0.2	13	-1.0	-1.9	-1.7	0.2
CCCNC(=O)Cn1c(-c2ccc(F)cc2)cc(C(=O)OCC)c1C	2	-4	-1	0.1	-2	-1.4	0	-0.2	1.1	-1.8	-0.1
CCC(=O)Nc1cc(-c2cc3ccccc3oc2=O)ccc1OC	2	7	9.3*	2.1	1	14*	-16	5.0*	2.4	-0.8	0.9
CC1(C(=O)NCC2CCCO2)Oc2cccnc2NC1=O (centres undefined)	-2	-2	-1	0.0	1	-2.3	0	1.7	0.7	-1.6	-0.6
Cc1cc(=O)oc2cc(OC(=O)C3CCN(C(=O)c4ccc(F)cc4)CC3)ccc12	-3	1	-2	1.1	5	1.2	i	2.6	1.0	0.0	-1.0
COC(=O)c1c(NC(=O)CCCC(=O)O)sc2c1CCC2	-5	2	2	-0.1	-5	-0.1	-34	-0.4	-0.3	-1.0	-0.5
CC1(C)Cc2c(sc(NC(=O)C(=O)NCC3CCCO3)c2C(N)=O)CO1 (centres undefined)	-2	-1	-1	1.4	5	1.6	-11	-0.3	-0.1	-0.7	1.5
CC(C)CNC(=O)C1(C)CCN1C(=O)c1ccc(C(C)(C)C)cc1 (centres undefined)	-1	-2	-3	x	-4	-3.3	-7	-2.6	-1.4	-2.1	-1.4
O=C(NCCC1=CCCCC1)Nc1ccc2nsnc2c1	3	1	1	2.9	-17	20*	-303	3.8*	1.5	0.0	5.9*
O=C(Cn1nnc(-c2ccc(F)cc2)n1)NC(=O)NC1CCCCC1	-2	1	1	2.4	-48	0.0	10	-0.9	-0.3	-1.5	-0.6
Cn1nnnc1Sc1ncnc2scc(-c3cccc(Br)c3)c12	-1	-2	0	-3.5	6	-3.1	8	-1.4	-9.9	-1.5	-1.1
Oc1c(C=C2N=c3ccccc3=N2)sc(=S)n1-c1ccc2ccccc2c1	-3	-3	-2	2.0	-2	3.1	-10	0.9	2.0	-0.3	4.5
Cc1nonc1OCCN1CCN(c2ccccc2[N+](=O)[O-])CC1	-3	-1	0	-0.3	-3	-0.5	3	-0.2	-0.3	-1.6	-0.9
CC(C)(C)c1cc(CSC(=S)NC2CCS(=O)(=O)C2)c(Br)c(C(C)(C)C)c1 (centres undefined)	0	-3	-1	-0.8	-2	1.0	-3	1.4	-3.5	-1.5	1.7
CCOc1ccc(CC(=N)C2=C(O)CC(C)(C)CC2=O)cc1OCC	6	1	-3	-0.2	10	-4.1	0	0.5	2.0	-1.3	-1.6
CCn1c(SCC(=O)NN=Cc2ccc(C(=O)O)cc2)nc2ccccc21	-10	1	7	x	-1	1.3	-3	1.2	x	-0.7	-0.7
Cc1cc(NC(=O)CSc2nnc(COc3cccc(C)c3C)n2Cc2ccco2)no1	2	-2	0	0.6	2	0.9	-7	0.3	-0.1	-1.5	0.9
O=C(CSc1nnc2scc(-c3ccccc3)n12)c1ccc2c(c1)OCCO2	1	2	-2	3.5	-6	0.5	-10	0.1	1.3	-0.4	-0.6
Oc1c(CNc2ccccc2)cc(COCc2ccccc2)c2cccnc12	4	3	-2	-1.4	-3	-6.7	-1	-1.7	-2.8	-0.5	-0.3
COc1ccc(Nc2ncnc3sc(C)cc23)c(OC)c1	-2	-2	0	0.3	5	2.7	2	0.0	2.0	-0.4	-1.0
CCOc1ccc(/C=N/NC(=O)c2cc3ccccc3cc2OC)cc1	0	4	4	-0.1	-1	5.6	-24	0.3	0.8	-1.2	-2.5
CCn1cc(C(=O)NCCCN2CCCC(C)C2)c(=O)c2cc(S(=O)(=O)N(C)C3CCCCC3)ccc21 (centres undefined)	2	-1	2	0.9	0	4.9	-5	1.3	0.8	-1.6	-1.7
COC(=O)C1Cc2c([nH]c3ccccc23)CN1C(C)=O (centres undefined)	-1	6	-2	-0.7	-3	6.7	-32	0.3	0.4	-0.8	0.2
CCCS(=O)(=O)N1CCCC(C(=O)NCCN2CCOCC2)C1 (centres undefined)	4	5	0	1.2	10	0.0	-2	0.2	-0.4	-1.1	1.3
O=C(Nc1ccccc1)C1COc2ccccc2O1 (centres undefined)	-3	-1	5	0.4	8	3.8	-11	1.5	3.2	-0.7	3.0
Cn1c(=O)n(C)c2cc(N3CCCC3)c(NC(=O)c3cccc(F)c3)cc21	-2	-2	-3	-0.4	3	-0.4	-55	-0.6	0.3	-1.1	-0.2
COc1ccc(OC)c(N(C)S(=O)(=O)c2ccc3c(c2)N(C(C)=O)CCO3)c1	2	5	-2	0.2	-3	-2.7	-5	0.0	-0.6	-1.2	-1.4
O=C(O)CCC(=O)/C=C/c1ccccc1	-1	-3	1	2.4	2	0.7	1	-0.6	1.8	-0.7	-1.7
Cc1ccc(NC(=O)CSc2nc(C)c(Cc3ccccc3)c(=O)[nH]2)cc1C	-3	4	-2	1.9	-15	3.9	1	0.0	3.3	-1.4	0.6
Cc1ccc(OCC(=O)Nc2ccc3c(c2)nc2n3CCOC2)cc1	0	-2	4	-0.7	0	0.2	9	-0.3	-1.6	-1.4	-0.9
Cc1cccc(C)c1NC(=O)CCCN1C(=O)C(c2ccccc2)Oc2cccnc21 (centres undefined)	5	0	-3	0.6	0	-0.7	-9	-0.4	-1.3	-0.8	-3.0
Cc1cccc(NS(=O)(=O)c2ccc(C)c(C(=O)NCC(c3cccs3)N(C)C)c2)c1 (centres undefined)	-1	2	-1	0.6	-16	-0.5	3	-1.9	-1.6	-1.1	-1.1
COc1ccc(CC(=O)NC(CC(=O)O)c2ccc(OC)cc2)cc1 (centres undefined)	0	0	-2	0.1	3	0.9	-7	0.0	0.2	-0.6	-0.1
CN(C)c1ncc(S(=O)(=O)c2ccccc2)c(-c2ccc(Cl)cc2Cl)n1	-1	-1	-1	0.9	-2	0.9	8	0.9	-3.0	-1.4	1.9
COC(=O)C12OCC34C(CC5C(C)=C(O)C(=O)CC5(C)C3C(O)C1O)OC(=O)C(OC(=O)C=C(C)C)C24 (centres undefined)	-1	-1	-11	-6.8	-3	-18	10	-7.3	-15	-2.8	-5.9
CCOC(=O)C1CCCN(C(=O)/C=C/c2ccc(Cl)cc2)C1 (centres undefined)	-2	-3	1	0.3	-5	-1.2	-2	-0.2	0.7	-1.5	-1.3
COc1ccc(Cn2c(O)c(C=Nc3ccc(O)cc3)c3ccccc3c2=O)cc1	2	7	-4	-1.0	0	1.2	-58	-0.7	-4.0	-1.5	-0.7
O=C(NCCn1c(-c2ccncc2)nc2ccccc21)[C@H]1CCCN1c1nc(CN2CCCCC2)cs1	-6	1	2	0.2	0	-0.6	-7	0.0	-0.1	-1.4	0.3
CC(C)(C)NC(=O)C1c2ccccc2OCC(=O)N1Cc1cccnc1 (centres undefined)	-4	-2	-4	x	-4	-1.2	-4	-1.2	x	-0.5	-1.1
Cc1csc(SCC(=O)Nc2ccccc2[N+](=O)[O-])n1	4	3	-2	-0.1	-14	0.2	14	0.8	2.7	0.0	2.7
Cc1nn(C)c(C)c1NC(=O)COc1ccc(Cl)cc1	0	3	-3	-2.0	9	-3.7	-8	-4.0	-0.4	-1.6	-2.5
Clc1cccc(Cl)c1Cn1ccc(C2CC2)n1	4	-11	7.9*	1.8	-5	8.5	2	2.9	6.5	-0.8	1.3
COc1ccc(CCN2CC(C(=O)Nc3cc(F)ccc3F)CC2=O)cc1OC (centres undefined)	8	3	-3	2.3	-4	0.7	0	-0.6	-0.1	-1.3	-0.2

2 records picked at random from the list so far:
SMILES	NPR2 activator	GC-A act	SMARCA2 act	DAX1 inh-1	sPLA2-III inh	hgDAF12 agonist	ADAM10 inh	DAX1 inh-2	FXN GAA850 act	ssDAF-12 act	hcDAF12 agonist
CC(C)(C)NC(=O)C1c2ccccc2OCC(=O)N1Cc1cccnc1 (centres undefined)	-4	-2	-4	x	-4	-1.2	-4	-1.2	x	-0.5	-1.1
O=C(NCCn1c(-c2ccncc2)nc2ccccc21)[C@H]1CCCN1c1nc(CN2CCCCC2)cs1	-6	1	2	0.2	0	-0.6	-7	0.0	-0.1	-1.4	0.3
